Screening results: PubChem BioAssay, several laboratories
PhoP inhibition: PhoP-dependent GFP reporter repression – Salmonella Typhimurium, primary screen (AID 1863); 300,000 tested, 0.16% active; one-dose inhibition, % at 50 µM; IC50 in µM for titrated hits; S. Typhimurium PhoP-regulated promoter GFP reporter, 4 h; higher % means a stronger effect;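 active = inhibition over 29.93%, a cutoff 3 SD above the screen mean, later confirmed by dose response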;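 note: 0% = low Mg2+ inducing control and 100% = high Mg2+ repressing control; strong numbers were not always called active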
SV40 large T antigen: TAg ATPase/helicase activity blockers – biochemical (AID 1903) | SV40 large T antigen ATPase/helicase inhibition assay; higher % means a stronger effect | inhibition, % at 20 µM, or IC50 in µM where a hit was titrated | 310,000 tested, 0.39% active; in the data active = a potency from the dose series; note: strong numbers were not always called active
Rac1 GTP hydrolysis: MgcRacGAP GTPase-activating activity inhibitors, confirmation, biochemical, ADP Hunter fluorescence. MgcRacGAP-stimulated Rac1 GTP hydrolysis, ADP Hunter fluorescence; higher % means a stronger effect; GST-tagged Rac1 F28L mutant substrate. inhibition, % at 30 µM; hits with a dose series show IC50 in µM. 340,000 tested, 0.6% active;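 active = first-screen hits whose inhibition reached a set limit at any dose in the follow-up dose series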;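 note: fluorescence reports GDP produced by GAP-driven GTP hydrolysis; strong numbers were not always called active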
T cell HTS: modulates CD8 T cell binding to vesicles; 2C CD8+ T cell-vesicle binding, flow cytometry; active compounds read low; calls only at 7 µM; 330,000 tested, 0.068% active; AID 2052;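 active = response, share of CD8 T cells binding vesicles, and their 90th percentile fluorescence all below set limits, cut at about 80% in these data, passing the limit was not always enough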
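incubation = binding step 1.5 h, 37 °C, antibody labelling 20 min, ice | test system = 2C mouse CD8+ T cells | read-out basis = percent CD8+ FL2 mean versus row control | controls = Peptide-free naked vesicles (low) and QL9 vesicles with 0.7% DMSO vehicle (high) | detection = flow cytometry of vesicle-bound cells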
b-catenin transl: beta-catenin nuclear translocation modulation | HeLa beta-catenin nuclear translocation, immunofluorescence imaging | nuclear translocation activity, % at 5 µM | 190,000 tested, 0.3% active;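 active = nuclear translocation activity above 50% at 5 µM, with a well cell count of 50 or more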;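 note: per-cell ratio of nuclear to cytoplasmic median beta-catenin stain intensity; plate controls were DMSO negative control for no effect and GSK-3 inhibitor IX positive control for full effect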
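test system = HeLa cells, endogenous beta-catenin | dosing = single 5 µM dose plus 0.02–20 µM confirmation series | times = compound treatment 24 h, 37°C, 5% CO2 | technique = beta-catenin immunofluorescence imaging with DAPI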
Myeloid diff MLP: promotes myeloid progenitor differentiation; 360,000 tested, 1% active; ER-HoxA9 myeloid progenitors, lysozyme-GFP differentiation, flow cytometry; calls only at 10 µM;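 active = normalized GFP-positive differentiation at or above the plate's own cutoff, the solvent-only control mean plus 3 SD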;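 note: cells exposed to compound for four days before flow analysis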
West Nile virus CPE: inhibition of WNV-induced cytopathic effect – cell-based, CPE readout (AID 1621) | 290,000 tested, 0.02% active | CPE inhibition, % at 10 µM, or IC50 in µM where a hit was titrated | West Nile virus-infected cells, CPE inhibition; higher % means a stronger effect; in the data active = a potency from the dose series; note: strong numbers were not always called active
RSV CPE inhibition: RSV antiviral activity via CPE protection, HEp-2 cells, primary 10 µM value included (AID 2391). 310,000 tested, 0.13% active. HEp-2 cells, RSV-induced CPE inhibition; higher % means a stronger effect. one-dose CPE inhibition, % at 10 µM; IC50 in µM for titrated hits; in the data active = a potency from the dose series; note: strong numbers were not always called active
WT yeast gro inh: growth inhibition of WT yeast, mitochondrial fusion screen. inhibition, % at 10 µM. 190,000 tested, 2.1% active. mitochondrial fusion phenotypic screen, WT strain; in the data active = inhibition above about 58%; tested in S. cerevisiae
WT yeast gro inh mutant strain: second read-out of WT yeast gro inh, no call of its own (marks repeat the call); inhibition, %; mitochondrial fusion phenotypic screen, mutant strain inhibition
b-catenin transl cell count 5 µM: also measured in b-catenin transl; calls as there; cell count; measured here: cell count, cytotoxicity flag
T cell HTS vesicle-bound %: also measured in T cell HTS; calls as there; double positive events, %; measured here: CD8+ vesicle-bound cell fraction;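 binding gate set so that unloaded-vesicle control wells show 10% double positive cells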
Myeloid diff MLP GFP+ MAC1+ %: also measured in Myeloid diff MLP; calls as there; GFP+ MAC1+ double positive, %; measured here: differentiation confirmed by MAC1 staining
Starred values were filed as active, the others as inactive; i = inactive; nt = no result given.

SMILES	PhoP inhibition	SV40 large T antigen	Rac1 GTP hydrolysis	T cell HTS	T cell HTS vesicle-bound %	b-catenin transl	b-catenin transl cell count 5 µM	Myeloid diff MLP	Myeloid diff MLP GFP+ MAC1+ %	West Nile virus CPE	RSV CPE inhibition	WT yeast gro inh	WT yeast gro inh mutant strain
CC(C)OC(=O)CSc1nnc(-c2cnccn2)n1-c1ccc(Cl)cc1	-6%	5%	1%	i	19	-1.2	896	i	0.6	0.2%	2.4%	6	11
Cc1onc(-c2ccccc2Cl)c1C(=O)NNC(=O)c1ccc(F)cc1	5%	6%	0%	i	25	nt	nt	i	1.0	-0.5%	1.6%	nt	nt
CN(C)C(=O)N1CCC(C(=O)NCc2ccc(F)cc2)CC1	1%	3%	2%	i	38	-0.1	1137	i	1.8	0.0%	3.8%	-1	-7
Cc1ccsc1/C=C1/C(=O)NN(c2ccccc2)C1=O	-3%	28µM*	28%	i	41	0.9	1081	i	0.3	0.4%	0.3%	-3	-7
O=C(N/N=C/c1ccncc1)c1cc([N+](=O)[O-])cc([N+](=O)[O-])c1	-5%	23%	3%	i	39	-0.1	1146	i	0.5	-0.2%	5.0%	-11	-6
CCC(C)NC(=O)CSc1nc2ccccc2c(=O)n1-c1c(C)n(C)n(-c2ccccc2)c1=O (centres undefined)	9%	3%	2%	i	63	0.5	1501	i	0.8	-0.4%	-1.6%	-8	2
COC(=O)c1ccc(NC(=S)NCc2ccco2)cc1	11%	4%	5%	i	63	0.2	936	i	0.6	0.0%	6.1%	7	11
C=CCn1c2ccccc2c2nnc(SCC(=O)O)nc21	-6%	20%	20%	i	57	nt	nt	i	0.5	-0.1%	4.0%	nt	nt
CCC1(CC)Cc2ccccc2-c2nc(NCCCO)[nH]c(=O)c21	-7%	3%	0%	i	50	-2.6	1098	i	0.5	-0.4%	2.4%	-25	-11
COCCOC1CCN(C(=O)C2CCC(=O)N(CCc3ccc(OC)cc3)C2)CC1 (centres undefined)	5%	nt	-12%	i	18	nt	nt	i	0.6	0.2%	-0.1%	nt	nt
Cn1cc(S(=O)(=O)Nc2ccc(Cl)cc2Cl)c(=O)n(C)c1=O	nt	5%	1%	i	28	nt	nt	i	1.7	-0.4%	1.1%	nt	nt
Cc1cccc(Oc2cnn(C(C)(C)C)c(=O)c2Cl)c1	-2%	18%	2%	i	42	-1.8	1175	i	1.6	0.7%	2.5%	15	4
COc1ccc(CN(CC(=O)NCc2ccc3c(c2)OCO3)C(=O)c2csnn2)cc1	4%	-4%	5%	i	24	nt	nt	i	0.7	-0.7%	-0.7%	nt	nt
Nc1cc(-c2ccccc2)nn1S(=O)(=O)c1ccc(F)cc1	-7%	7%	11%	i	40	nt	nt	i	4.0	-0.2%	2.2%	13	6
COc1ccc2ccccc2c1/C=N/Nc1cccc(C(=O)O)c1	8%	3%	18%	i	37	nt	nt	i	0.5	0.1%	3.7%	nt	nt
Cn1c(NCc2ccccc2)nc2c1c(=O)n(Cc1ccc(Br)cc1)c(=O)n2C	-3%	11%	11%	i	59	-7.3	1000	i	1.2	0.2%	6.6%	46	25
CCOC(=O)C1(Cc2cccc(OC)c2)CCCN(C(=O)CCc2cccnc2)C1 (centres undefined)	0%	25%	1%	i	10	0.4	957	i	0.5	-1.4%	1.4%	-2	-18
O=c1[nH]c2ccccc2nc1-c1ccc(Cl)cc1	-5%	14%	9%	i	35	0.8	1309	i	0.3	0.1%	3.2%	nt	nt
O=C(CN1C(=O)CSC1=O)c1ccccc1	17%	-2%	-7%	i	22	nt	nt	i	0.0	0.6%	4.2%	20	21
O=C(CCCn1c(=O)[nH]c2ccsc2c1=O)NC1CCCCC1	0%	1%	3%	i	24	nt	nt	i	0.4	-0.2%	2.6%	nt	nt
CC1CC(CN)CC(CO)C1 (centres undefined)	nt	nt	13%	i	26	0.0	1034	i	1.0	0.5%	0.3%	-5	-11
COc1ccc2nc(NC(=O)Cc3ccc(OC)c(S(=O)(=O)N4CCOCC4)c3)sc2c1	5%	3%	9%	i	28	nt	nt	i	0.5	0.7%	1.6%	-3	7
O=C(CC(=O)c1ccccc1)Nc1ccccc1C(F)(F)F	-2%	5%	3%	i	56	nt	nt	i	0.6	-0.6%	0.6%	nt	nt
CCC(=O)Nc1ccc(-c2nnc(SCC(=O)N3CCCCC3)n2C)cc1	-4%	6%	4%	i	12	-5.3	1346	i	1.3	0.7%	1.1%	-7	-22
Cc1ccc(C(c2nnnn2CC2CCCO2)N2CCN(C(=O)c3ccco3)CC2)cc1 (centres undefined)	1%	4%	8%	i	17	nt	nt	i	0.9	-0.3%	3.1%	-3	-4

An excerpt from above in order of formula weight, rising:
SMILES	PhoP inhibition	SV40 large T antigen	Rac1 GTP hydrolysis	T cell HTS	T cell HTS vesicle-bound %	b-catenin transl	b-catenin transl cell count 5 µM	Myeloid diff MLP	Myeloid diff MLP GFP+ MAC1+ %	West Nile virus CPE	RSV CPE inhibition	WT yeast gro inh	WT yeast gro inh mutant strain
Cc1ccsc1/C=C1/C(=O)NN(c2ccccc2)C1=O	-3%	28µM*	28%	i	41	0.9	1081	i	0.3	0.4%	0.3%	-3	-7
CC(C)OC(=O)CSc1nnc(-c2cnccn2)n1-c1ccc(Cl)cc1	-6%	5%	1%	i	19	-1.2	896	i	0.6	0.2%	2.4%	6	11
COc1ccc2nc(NC(=O)Cc3ccc(OC)c(S(=O)(=O)N4CCOCC4)c3)sc2c1	5%	3%	9%	i	28	nt	nt	i	0.5	0.7%	1.6%	-3	7

The main list resumes, repeating the 3 entries before the break.
SMILES	PhoP inhibition	SV40 large T antigen	Rac1 GTP hydrolysis	T cell HTS	T cell HTS vesicle-bound %	b-catenin transl	b-catenin transl cell count 5 µM	Myeloid diff MLP	Myeloid diff MLP GFP+ MAC1+ %	West Nile virus CPE	RSV CPE inhibition	WT yeast gro inh	WT yeast gro inh mutant strain
O=C(CC(=O)c1ccccc1)Nc1ccccc1C(F)(F)F	-2%	5%	3%	i	56	nt	nt	i	0.6	-0.6%	0.6%	nt	nt
CCC(=O)Nc1ccc(-c2nnc(SCC(=O)N3CCCCC3)n2C)cc1	-4%	6%	4%	i	12	-5.3	1346	i	1.3	0.7%	1.1%	-7	-22
Cc1ccc(C(c2nnnn2CC2CCCO2)N2CCN(C(=O)c3ccco3)CC2)cc1 (centres undefined)	1%	4%	8%	i	17	nt	nt	i	0.9	-0.3%	3.1%	-3	-4
Fc1ccc(NC(=S)Nc2ccc3nccnc3c2)cc1	8%	7%	-11%	i	24	0.1	1512	i	0.0	-1.1%	-0.8%	-38	6
O=C(N/N=C/c1ccc(O)c(O)c1)c1cccc(S(=O)(=O)N2CCCCC2)c1	-6%	4.8µM*	85µM*	i	29	-1.8	1114	i	0.1	0.0%	-0.9%	-7	3
Cc1cc(NC(=O)/C=C/c2ccc(Br)cc2)no1	2%	8%	5%	i	49	-4.9	559	i	0.4	1.3%	1.0%	-4	1
O=C(COC(=O)c1cccc(Br)c1)NCCc1ccc(F)cc1	14%	3%	2%	i	19	nt	nt	i	0.5	0.8%	0.2%	14	-7
C=CCN1C(=O)c2ccc(C(=O)N3CCC(C(N)=O)CC3)cc2C1=O	-3%	29%	-3%	i	49	nt	nt	i	0.3	1.4%	1.9%	nt	nt
Cc1cc(NC(=O)CSCC(=O)Nc2cc(C(F)(F)F)ccc2N2CCCC2)no1	-1%	5%	9%	i	54	nt	nt	i	0.2	nt	0.2%	nt	nt
CSCC[C@H](NC(=O)NCc1ccc(F)cc1)C(=O)O	0%	-1%	6%	i	49	-3.8	1059	i	0.6	0.3%	0.2%	16	34
CCn1nnc2sc3c(c2c1=O)CCC(C)C3 (centres undefined)	4%	1%	5%	i	46	4.1	1184	i	0.1	0.1%	22%	-7	8
CCOc1ccc(C(=O)NCc2ccc3c(c2)OCO3)cc1OCC	-4%	14%	14%	i	65	nt	nt	i	0.5	0.1%	2.0%	nt	nt
COc1cc(C2N(c3ccccn3)C(=O)C3CCCN32)cc(OC)c1OC (centres undefined)	-1%	1%	7%	i	59	0.2	1427	i	0.3	0.3%	0.4%	-4	11
COC(=O)c1cc(C)nc(Sc2ccccc2NC(C)=O)n1	-6%	3%	nt	i	56	-1.6	1247	i	0.1	0.1%	nt	nt	nt
CCOC(=O)CN1C(=O)/C(=C/c2ccccc2Br)Oc2ccccc21	-3%	6%	13%	i	57	nt	nt	i	0.3	3.2%	2.4%	nt	nt
COc1ccc(N2CCN(C(=O)COc3ccc4c(C)c(C)c(=O)oc4c3C)CC2)cc1	-7%	22%	3%	i	14	nt	nt	i	0.6	-0.1%	0.9%	nt	nt
CN1CCN(c2ccccc2NC(=O)c2ccc(-c3ccc(Cl)c(Cl)c3)o2)CC1	0%	6%	8%	i	40	nt	nt	i	0.6	-1.4%	0.7%	nt	nt
COc1ccccc1N1CCN(CC(=O)NCCc2ccc(S(N)(=O)=O)cc2)CC1	-8%	3%	10%	i	50	-2.3	1075	i	0.3	-0.2%	2.5%	-1	4
O=C(O)c1cc(-c2ccc(/C=N/N3C(=O)C4C5C=CC(C6CC56)C4C3=O)o2)ccc1Cl (centres undefined)	-12%	5%	4%	i	28	3.4	875	i	0.4	0.7%	-1.4%	1	6
O=C(Oc1coc(CSc2ncccn2)cc1=O)c1ccc(Br)o1	-11%	36%	0%	i	43	-0.9	1045	i	0.5	0.0%	1.2%	-5	-12
Cc1ccc(NC(=O)Nc2ccccc2C(=O)NCc2ccccc2)cc1	-2%	6%	12%	i	20	nt	nt	i	0.6	-0.2%	0.2%	21	17
CCCc1nc2ccc([N+](=O)[O-])cc2[nH]1	nt	nt	6%	i	58	0.5	1524	i	0.2	0.3%	-0.1%	-3	-2
CC1CCN(C(=O)COC(=O)CCc2c[nH]c3ccccc23)CC1	-5%	-1%	2%	i	44	-1.4	1059	i	0.2	-0.3%	0.5%	-2	12
COC(=O)c1ccc(N2C(=O)Nc3ccccc3N2O)cc1	-8%	2%	9%	i	31	0.1	1577	i	0.1	0.8%	0.3%	4	14
CCOc1ccc(OCC)c(S(=O)(=O)NNC(=O)c2c(C)nc3ccccn23)c1	-16%	4%	4%	i	46	-0.2	996	i	0.7	-0.5%	0.3%	11	4
N#CC1=C(N)C2=CCCC[C@H]2[C@H](c2ccc(Br)cc2)C1(C#N)C#N	9%	30%	-13%	i	38	5.6	1000	i	0.6	-1.0%	9.7%	68*	16*
